# Source: PubChem BioAssay (The Scripps Research Institute Molecular Screening Center)
# Pf gametocyte = inhibitors of late stage P. falciparum gametocyte viability; inhibition, % at 10.9 µM; 0.065% of 150,000 active; AID 743093; P. falciparum stage V gametocytes, ATP luminescence, 24 h;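 active = inhibition above the mean plus 3 SD of compounds within the control limits, set per campaign, cut at about 38% in these data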;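 note: 0% = DMSO wells and 100% = medium only without gametocytes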
# The depositor's hits bear a star.
SMILES,Pf gametocyte
Cc1ccccc1-c1cc(C(=O)NCc2ccc(OC(F)(F)F)cc2)n(CC2CC(c3cccnc3)=NO2)n1 (centres undefined),10.2
Cc1cccc(N(CC(=O)N2CCCC2)S(C)(=O)=O)c1,-9.7
CN(C)Cc1cn(CCC(=O)O)c2ccccc12,13.5
CCCNC(=O)C(Cc1ccc(C(F)(F)F)cc1)NC(=O)c1ccc2ccccc2n1 (centres undefined),9.0
COc1ccc(CCC(C)NCc2ccc(F)cc2)cc1 (centres undefined),9.5
CCCn1c(SCc2cc(=O)[nH]c3ccccc23)nc2c1c(=O)n(C)c(=O)n2C,-2.9
COc1ccccc1C/C(N)=N/OC(=O)COc1ccc(C)cc1,-2.3
Cc1c(Cl)cccc1NC(=O)C1CCCN(S(C)(=O)=O)C1 (centres undefined),-14.4
CNC[C@@H]1Oc2ccc(NS(=O)(=O)c3ccc(Cl)cc3)cc2C(=O)N([C@H](C)CO)C[C@@H]1C,3.0
CCOC(=O)[C@H]1[C@H]2COc3ccc(Br)cc3[C@@H]2N2C(=O)c3ccc(C)cc3NC(=O)[C@@]12C,-1.8
CSc1ncnc2c1ccn2CC(=O)Nc1ccc(C)c(C)c1,-10.6
Cn1c(=O)c2c(nc(N3CCC(C(N)=O)CC3)n2CCSc2nc3ccccc3s2)n(C)c1=O,-7.5
Cc1cc(N)ccc1-n1nc2ccccc2n1,6.8
CSc1ccccc1NC(=O)C1CCCN(S(C)(=O)=O)C1 (centres undefined),9.1
Nc1ccc(C#Cc2ccc3c(=O)c4ccccc4oc3c2)cc1,8.0
O=C(CCN1CCOCC1)Nc1ccc(F)cc1,-4.3
COc1ccc(C2=Nn3c(nnc3-c3ccccc3F)SC2)cc1OC1CCCC1,21.5
Cc1cc(NC(=O)c2ccccc2C)ccc1NC(=O)c1ccccc1Cl,6.3
COc1ccc(OC)c(S(=O)(=O)Nc2cccc3c(O)cccc23)c1,-9.0
O=[N+]([O-])c1cccnc1Sc1ccccc1Cl,-0.3
COc1cc2ccc(=O)oc2c(O[C@@H]2O[C@H](CO)[C@@H](O)[C@H](O)[C@H]2O)c1O,1.9
O=C(c1ccccc1)N(C(=O)c1ccccc1)c1ncnc2c1C(c1ccccc1)c1c(ccc3ccccc13)O2 (centres undefined),-14.0
CC(C(c1ccc2c(c1)OCO2)c1c(N)n(C)c(=O)n(C)c1=O)[N+](=O)[O-] (centres undefined),10.7
O=Cc1ccc(OCc2ccc3ccccc3c2)cc1,11.8
Cc1ccccc1C(=O)N1CCN(c2ncccn2)CC1,6.1
O=C(O)C1Cc2ccccc2CN1C(=O)c1ccco1 (centres undefined),8.0
S=C(Nc1ccccc1)N1CCc2ccccc21,8.0
COc1ccc(N=Cc2c(OC)ccc3ccccc23)cc1,4.7
CC(=O)Nc1ccc(SC[C@H](Cc2ccccc2)N2CC[C@@H](C)CCC2=O)cc1,9.6
CCOC(=O)c1ccc(-c2c(-c3ccccc3OC)sc3ccc(OC)cc23)cc1F,-9.4
O=C(CN1CCOCC1)Nc1ccc(Cl)cn1,1.3
COc1ccc(-c2cc(C(=O)Nc3cc(S(N)(=O)=O)ccc3C)c3ccccc3n2)cc1OC,6.3
O=C(Nc1cccc(C(=O)N2CCCc3ccccc32)c1)c1ccccc1,6.8
O=C(NCCN1CCOCC1)c1cc([N+](=O)[O-])cc([N+](=O)[O-])c1,12.9
CCOc1c(Br)cc(Br)cc1/C=C1\SC(N)=NC1=O,7.4
CC1(C)O[C@@H]2[C@H](O1)[C@@H](CO)O[C@H]2n1cc(Br)c(=O)[nH]c1=O,-15.7
Cc1ccc(C)c(OCC(O)CNC2CCCC2)c1 (centres undefined),-5.7
CCOc1cc(/C=N/NC(=O)C(OC)c2ccccc2)ccc1O (centres undefined),5.9
O=C(Nc1ccc(OC(F)(F)F)cc1)c1cnccn1,-14.4
Cc1ccc(-c2n[nH]c(=O)c3ccccc23)c(C)c1,-10.9
Cc1cc(C(c2ccc(O)cc2)c2cc(C)c(O)cc2C)c(C)cc1O,2.4
O=C1N[C@@H](c2ccccc2)COC(=O)[C@@H](Cc2ccc(F)cc2)C/C=C\C[C@@H]1CC(=O)N(CCO)Cc1ccccc1,-4.9
COCC(=O)N1CCCC(C(=O)c2ccc(-c3ccccc3)cc2)C1 (centres undefined),2.6
COc1ccc2c(c1)OC[C@H]1[C@H]2N2C(=O)CN(Cc3ccc(F)cc3)C(=O)[C@@]2(C)[C@H]1c1ccccc1,-10.1
Clc1ccc(OCCNCCc2ccccc2)cc1,7.8
C/C(=N/Nc1ncc(Br)cn1)c1ccc([N+](=O)[O-])cc1,-6.5
COc1ccccc1-c1coc2c(CN(C)C)c(O)ccc2c1=O,0.1
Cc1c[n+](CC(=O)c2ccccc2)cs1,-18.6
C=CCC(NCc1ccccc1)c1ccc(OC)cc1 (centres undefined),3.1
CC(C)(C)OC(=O)NCc1ccc(CNC(=O)c2nc[nH]c2C(=O)NCc2ccccc2)cc1,9.7
# (further entries)
SMILES,Pf gametocyte
CCOc1ccc(C(=O)Nc2cccc3cccnc23)cc1,1.5
Cc1cc(N2CCc3ccccc32)n2ncnc2n1,-11.0
Cc1ccc(O)c(Nc2ncnc3ccc([N+](=O)[O-])cc23)c1,-18.2
CN(C)c1ccc(C(=O)NCc2ccc3c(c2)OCO3)cc1,-16.5
CCOC(=O)C(=O)Nc1ccc(S(=O)(=O)Nc2nccs2)cc1,2.8
COC(=O)c1sc(NC(=O)CN2CCN(c3cccc(Cl)c3)CC2)c(C(=O)OC)c1C,-10.6
CC(C)C1NCCc2c1sc1ccccc21 (centres undefined),6.8
Cc1nc2ccccc2n1/N=C/c1ccc([N+](=O)[O-])o1,-22.1
CC(=O)c1cccc(NC(=O)c2ccc([N+](=O)[O-])o2)c1,8.3
CSc1nnc2c3cc(F)ccc3n(Cc3ccccc3)c2n1,0.2
CCc1ccccc1N(CC(=O)N1CCCCCC1)S(C)(=O)=O,-0.8
COc1cc(OC)nc(Oc2cccc(Cl)c2C)n1,11.4
CCOC(=O)[C@@H]1[C@H]2COc3ccc(Br)cc3[C@@H]2N2C(=O)N(c3cccc(F)c3)C(=O)[C@]12C,-6.6
NC(=O)c1ccccc1NC(=O)c1ccc2ccccc2c1,9.2
CS(=O)(=O)N(CC(=O)N1CCc2ccccc2C1)c1ccc(Br)cc1,6.3
COc1ccc([C@H]2CC(=O)C=C(c3cc(OC)ccc3OC)C2)cc1,9.6
c1ccc2cc(CCCc3cc4ccccc4cn3)ncc2c1,-25.6
Cc1cc(C)cc(NC(=O)C2C3C=CC(O3)C2C(=O)O)c1 (centres undefined),-1.2
COc1ccc(CCN(C)C/C=C/c2ccccc2)cc1OC,2.5
CCOc1ccccc1N(CC(=O)N1CCCC1)S(C)(=O)=O,-4.9
COc1ccc(OCCCN(C)Cc2ccccc2)cc1,-9.4
COc1ccc(Nc2nc(-c3sc(C)nc3C)cs2)c(OC)c1,-12.8
Cc1ccc(NC(=S)NCc2ccc(F)cc2)cc1,-3.9
CC(C)NC(=O)N(C)C[C@H]1Oc2c(NS(=O)(=O)c3ccccc3)cccc2C(=O)N([C@H](C)CO)C[C@@H]1C,13.0
Cc1ccc(NC(=O)c2ccc(S(=O)(=O)N3CCCC3)cc2)cc1,9.0
O=C(c1ccc(Br)o1)N1CCN(Cc2ccccc2Cl)CC1,-0.3
COc1ccc(-c2ccc(N)cn2)cn1,0.6
C=CCOc1ccccc1CN1CCC(Cc2ccccc2)CC1,10.7
CN(C(=O)c1ccc(NC(=O)Cc2cccc(NC(=O)C3CCCN(C(=O)C4CCCCC4)C3)c2)cc1)C1CCCC1 (centres undefined),-44.5
CNC[C@H]1Oc2c(NC(=O)C3CCCCC3)cccc2C(=O)N([C@H](C)CO)C[C@@H]1C,19.9
CCC1CCC/C1=N\NC(=O)c1ccccc1Cl (centres undefined),9.4
COc1ccc(CN2CCN(CCCc3ccccc3)C(CCO)C2)c(O)c1 (centres undefined),18.2
CCOc1ccc(S(=O)(=O)N2CCN(Cc3ccccc3)CC2)cc1,-27.0
Cc1n[nH]c(=S)n1/N=C/c1c(O)ccc2ccccc12,-29.6
CCC(NS(=O)(=O)c1ccc2c(c1)Cc1cc(S(=O)(=O)NC(CC)C(=O)O)ccc1-2)C(=O)O (centres undefined),-11.2
CC1(c2nnc(Cc3ccccc3)o2)CC(c2ccc(Cl)cc2)=NO1 (centres undefined),10.7
CN1CCN(S(=O)(=O)c2ccc(NC(=O)c3ccc([N+](=O)[O-])cc3)cc2)CC1,10.9
Cc1cc(C)c(C#N)c(N2CCN(c3ccccc3F)CC2)n1,-11.9
Cc1ccc[n+](CC(=O)Nc2cccc(Cl)c2)c1,9.6
CCn1c(=O)c2ccccc2n(Cc2ccccc2C)c1=O,1.1

# Four entries drawn at random from those above, as already listed:
SMILES,Pf gametocyte
CCC(NS(=O)(=O)c1ccc2c(c1)Cc1cc(S(=O)(=O)NC(CC)C(=O)O)ccc1-2)C(=O)O (centres undefined),-11.2
Cc1ccc[n+](CC(=O)Nc2cccc(Cl)c2)c1,9.6
Cc1cc(C)c(C#N)c(N2CCN(c3ccccc3F)CC2)n1,-11.9
CN1CCN(S(=O)(=O)c2ccc(NC(=O)c3ccc([N+](=O)[O-])cc3)cc2)CC1,10.9

# The list continues:
SMILES,Pf gametocyte
CCC(C)N(C(=O)COC(=O)c1[nH]c(C)c(C(C)=O)c1C)C1CCS(=O)(=O)C1 (centres undefined),17.9
Nc1ccc(OCCc2ccccc2)cc1,3.0
C[C@H](NC(=O)c1nc[nH]c1C(=O)N(C)Cc1ccccc1)C(=O)OC(C)(C)C,-2.3
CCN1C(=NCCc2ccccn2)N[C@@H](c2cccc(F)c2)C(C(=O)OC)=C1C,-27.2
O=C1NC(=Nc2ccccc2)S/C1=C\c1ccccc1,35.6
CCN1C(=S)N[C@@H](c2cccc(F)c2)C(C(=O)OC)=C1C,18.3
CCOc1ccc(-c2nnc3sc(-c4ccccc4OC)nn23)cc1,20.3
O=S(=O)(Cc1ccccc1)NCCc1cccc(Cl)c1,-4.0
CCCC[C@H](CC(=O)c1ccccc1)[C@@H](OC(C)=O)C(=O)Oc1c(C(C)C)cccc1C(C)C,5.9
COc1cc([C@@H]2CC=C(C(=O)O)[C@H](c3ccc(F)cc3)N2S(=O)(=O)c2ccc(C)cc2)cc(OC)c1OC,7.8
Cc1nc2nc(-c3ccccc3)nn2c(C)c1Cl,9.2
O=C1CCN(Cc2ccc([N+](=O)[O-])cc2)CCN1[C@H](CO)Cc1ccccc1,-15.2
Cc1ccc(CN2[C@@H](Cc3ccccc3)C(=O)CS2(=O)=O)cc1,-6.4
NC(=O)C1CCN(c2nc(-c3cccc(Cl)c3)cs2)CC1,-7.9
C=CCn1cc(C(=O)OC)c(=O)c2cc(S(=O)(=O)N3CCC(C)CC3)ccc21,-2.5
CC(=O)Oc1ccc2c(=O)oc(-c3ccccc3)nc2c1,-20.3
C/C(=N\NC(=O)C(O)c1ccccc1)c1ccc(C)s1 (centres undefined),-21.5
Cc1ccc(S(=O)(=O)N2[C@@H](c3ccccc3F)C(C(=O)O)=CC[C@H]2c2ccc(Cl)cc2)cc1,2.1
COc1ccc(NC(=O)CCCc2ccc(OC)c(C)c2)cc1,18.5
O=C1C2C3C=CC(C4CC34)C2C(=O)N1c1cccc2ccccc12 (centres undefined),-19.1
Cc1ccccc1[C@@]1(C)ON(c2ccccc2C(F)(F)F)C1=O,-4.5
CCCCN1CC[C@H]2C=CC[C@@H](C(=O)Nc3nccs3)[C@H]2C1=O,-24.0
CCN(Cc1ccccc1)Cc1ccc(OCc2ccccc2)cc1,-3.5
O=C(c1ccc(Cl)cc1)N1CCC(=O)N(C(CO)Cc2ccccc2)CC1 (centres undefined),-16.4
COc1ccccc1CN1CCCC(N2CCN(c3ccc(F)cc3)CC2)C1 (centres undefined),3.5
O=C1[C@H]2[C@@H](c3ccc(F)cc3)N3C(=O)N(c4ccc(Br)cc4)C(=O)[C@@]3(Cc3ccc(Cl)cc3)[C@H]2C(=O)N1C1CCCCC1,-18.8
Cc1ccc(CCN2CCN=C2Nc2ccccc2)cc1,3.7
c1ccc(OCc2nn3c(-c4n[nH]c5c4CCC5)nnc3s2)cc1,15.6
O=C(O)c1cc(N2CCOCC2)nc2ccccc12,8.7
COC(=O)[C@@H](NCc1cccc(CN([C@H](C(=O)OC)C(C)C)S(C)(=O)=O)c1)C(C)C,11.1

# The final seven records of the part above come first, to join the parts:
SMILES,Pf gametocyte
O=C(c1ccc(Cl)cc1)N1CCC(=O)N(C(CO)Cc2ccccc2)CC1 (centres undefined),-16.4
COc1ccccc1CN1CCCC(N2CCN(c3ccc(F)cc3)CC2)C1 (centres undefined),3.5
O=C1[C@H]2[C@@H](c3ccc(F)cc3)N3C(=O)N(c4ccc(Br)cc4)C(=O)[C@@]3(Cc3ccc(Cl)cc3)[C@H]2C(=O)N1C1CCCCC1,-18.8
Cc1ccc(CCN2CCN=C2Nc2ccccc2)cc1,3.7
c1ccc(OCc2nn3c(-c4n[nH]c5c4CCC5)nnc3s2)cc1,15.6
O=C(O)c1cc(N2CCOCC2)nc2ccccc12,8.7
COC(=O)[C@@H](NCc1cccc(CN([C@H](C(=O)OC)C(C)C)S(C)(=O)=O)c1)C(C)C,11.1
COc1ccccc1Oc1ccc(NC(=O)Cc2ccccc2)cc1,-2.9
Cc1ccc(/C=N/n2nnnc2N)cc1,-22.6
O=S(=O)(NCC1CCCO1)c1ccc(Cl)cc1 (centres undefined),-6.3
CCC(Oc1ccccc1F)C(=O)Nc1ccc2c(c1)n(C)c(=O)n2C (centres undefined),1.8
O=C1NC(=O)/C(=C/c2ccc(-c3cc(C(=O)O)ccc3Cl)o2)S1,-11.8
CCN(CC)C(=O)C1c2ccccc2Oc2ccccc21,-1.3
Cc1ccc(C(=O)CN(CCCC(N)=O)S(=O)(=O)c2ccc([N+](=O)[O-])cc2)cc1,-13.4
CN(c1ccc(O)cc1)c1nc(O)c(C2=c3ccccc3=NC2=O)s1,5.7
COc1ccc(CC(=O)N/N=C/c2ccc(C)s2)cc1,-7.7

# Not all compounds are listed; rates above refer to the full screens.
